D2 PAM: positively modulates the human D2 dopamine receptor allosterically | HEK293 T-REx D2, calcium flux, EC20 dopamine potentiation | potentiation, % at 10 µM | hit rate 0.34% among 340,000 | AID 485347;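 active = potentiation over 3 SD above the plate norm, cut at about 30% in these data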; also: 0% is about no effect
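Primary screen. Calcium kinetics in induced HEK293 T-REx D2 cells: compound pre-addition 180 s, EC20 dopamine, 180 s more.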
RXFP1 agonist: RXFP1 (human) receptor agonism | Q9HBX9 | AID 2676 | hit rate 0.3% among 370,000 | HEK293T-RXFP1 cAMP TR-FRET, 30 min; response scale: percent of porcine relaxin response, buffer zero | Potency, µM (series often up to 57.5 µM), for inactives: at the highest dose activation, most hits filed as activators; also: potency is read from the fitted curve at half-maximal effect; % is scaled to controls: 0 for no effect and ±100 for the full control effect; nearly all actives have a fitted effect of over 60% in size; many of its hits are not listed in these tables
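cAMP rise read by TR-FRET after 30 min, 37C compound exposure (up to 58 uM) in RXFP1-transfected HEK293 cells with Ro 20174 present. EC50 from Hill-equation fits, with 29 nM porcine relaxin as 100% and buffer as basal.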
Vif-A3G inh: inhibitors of Vif-APOBEC3G interaction. HeLa A3G-eYFP + Vif (tagged APOBEC3G with the HIV-1 protein that degrades it), YFP fluorescence, overnight. Potency, µM (series often up to 46.1 µM), inactives show top-dose activity, negative = active, hits mostly inhibitors. hit rate 0.076% among 410,000. Q9HC16. AID 602310;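 also: potency is read from the fitted curve at half-maximal effect; % is scaled to controls: 0 for no effect and ±100 for the full control effect; nearly all actives have a fitted effect of over 60% in size; hits raise eYFP signal because A3G escapes Vif-driven loss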
Target sequence (Q9HC16 whole entry, looked up): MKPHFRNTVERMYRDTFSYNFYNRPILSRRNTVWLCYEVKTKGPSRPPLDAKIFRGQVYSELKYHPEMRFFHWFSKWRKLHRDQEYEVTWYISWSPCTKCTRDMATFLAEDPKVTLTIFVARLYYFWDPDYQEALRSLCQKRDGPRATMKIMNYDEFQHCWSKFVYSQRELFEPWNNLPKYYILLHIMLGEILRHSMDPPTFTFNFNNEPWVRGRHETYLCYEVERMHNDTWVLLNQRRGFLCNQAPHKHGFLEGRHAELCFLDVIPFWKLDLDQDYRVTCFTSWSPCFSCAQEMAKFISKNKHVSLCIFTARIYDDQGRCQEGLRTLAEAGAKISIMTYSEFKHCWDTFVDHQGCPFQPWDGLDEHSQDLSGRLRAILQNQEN
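HeLa cells stably expressing Vif and C-terminally eYFP-tagged A3G, seeded overnight at 37 deg C, then exposed to compound by pintool overnight at 37 deg C. Rise in yellow fluorescence (Ex 488/Em 500-530, Acumen) marks blocked Vif-driven A3G degradation.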
LDHA inh: inhibitors of human lactate dehydrogenase A. P00338. purified LDHA, NADH/diaphorase-resazurin fluorescence; active compounds read low. activity change, % (values are at about 110 or 230 µM). hit rate 0.15% among 480,000. AID 1347041; in the data active = activity change below about -30%;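 also: plate controls were DMSO wells for no effect and wells without enzyme for full effect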
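Human LDH5 at 2 nM final in Tris HCl pH 7.4 with 0.06 mM NADH and 0.2 mM pyruvate, reacted 5 minutes at room temperature. Remaining NADH coupled via diaphorase/resazurin; resorufin fluorescence read at 0 and 20 minutes, normalized to enzyme-free and DMSO wells.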
D1 antagonist: blocks dopamine activation of the human D1 receptor. HEK293 TREx D1 cells, calcium flux, dopamine EC80; active compounds read low. activity change, negative = inhibition, % at 10 µM. hit rate 3.2% among 360,000; in the data active = activity change below about -30%; also: % is scaled to controls: 0 for no effect and ±100 for the full control effect
Target sequence (P21728 whole entry, looked up): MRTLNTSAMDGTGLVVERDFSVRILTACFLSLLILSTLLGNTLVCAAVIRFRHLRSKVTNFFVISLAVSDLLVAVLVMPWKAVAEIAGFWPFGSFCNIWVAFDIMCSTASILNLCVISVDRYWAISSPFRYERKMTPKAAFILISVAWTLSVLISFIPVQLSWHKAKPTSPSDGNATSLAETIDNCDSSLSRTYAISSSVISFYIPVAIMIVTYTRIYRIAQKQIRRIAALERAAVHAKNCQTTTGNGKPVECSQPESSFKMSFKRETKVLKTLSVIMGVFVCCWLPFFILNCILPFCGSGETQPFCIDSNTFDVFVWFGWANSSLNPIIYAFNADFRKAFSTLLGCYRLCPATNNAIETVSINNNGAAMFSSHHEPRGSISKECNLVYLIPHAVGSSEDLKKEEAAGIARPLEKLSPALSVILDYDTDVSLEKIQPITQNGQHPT
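Calcium flux readout: force-coupled, inducible Hek293 Trex D1 line, cells induced overnight at 30 C with tetracycline, dye-loaded 30–90 min at RT. Antagonism scored against EC80 dopamine challenge given 180 s after compound.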
Glioma ERSR ind: induces the endoplasmic reticulum stress response in human glioma cells. Potency, µM, for inactives: at the top dose activation, hits mostly activators. hit rate 0.02% among 420,000. AID 602332. U87-MG GRP78 promoter luciferase reporter, 16 h; also: potency is read from the fitted curve at half-maximal effect; series mostly up to about 76 µM; % of control where 0% means no effect; nearly all actives have a fitted effect of over 35% in size
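ERSR induction read as luciferase luminescence (Bright-Glo, 10 min at room temperature) in stably transfected human U87-MG glioma cells exposed to compounds for 16 h, using GRP78 as sensor.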
D1 PAM: human D1 dopamine receptor positive modulation; P21728; HEK293 TREx D1 cells, calcium flux, dopamine EC20 potentiation; potentiation, % at 10 µM; hit rate 0.036% among 360,000; in the data active = potentiation above about 30%; also: 0% is about no effect
Vif-A3F inh: Vif-A3F binding inhibition. HeLa A3F-eYFP + Vif (tagged APOBEC3F with the HIV-1 protein that degrades it), YFP fluorescence increase. hit rate 0.2% among 390,000. Potency, µM (top dose mostly 46.1 µM), for the others: at the highest dose activity, negative = active. AID 602313; also: potency is read from the fitted curve at half-maximal effect; % of control where 0% means no effect; nearly all actives have a fitted effect of over 65% in size
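HeLa cells stably expressing A3F-eYFP plus Vif, plated and incubated overnight at 37 deg C, then exposed to compounds overnight at 37 deg C. Blocked degradation read as raised yellow fluorescence (Ex 488/Em 500-530).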
D1 agonist: human D1 receptor agonism. activation, % at 2 µM. P21728. HEK293 T-REx D1 cells, calcium flux, agonist mode. hit rate 1% among 360,000; in the data active = activation above about 30%; also: 0% is about no effect
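Tetracycline-induced HEK293 TREx D1 cells, force-coupled to calcium signalling, were dye-loaded with a no-wash calcium kit. Compound was pin-added after a 10 s baseline. Fluorescence was read kinetically at 1 cycle/s for 180 s, with calcium rises flagged as agonism.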
The depositor's hits bear a star; . = no result given. Unless noted, calls follow the shape of the dose curve; as a rule, active = well fitted curve in the direction sought with a large enough effect; inconclusive = small, poorly fitted or top-dose-only effect, or another doubt; inactive = no such curve, though single readings can be large; an effect the other way counts as inactive or inconclusive. The list is partial (hit frequency here may not be typical).

SMILES	D2 PAM	RXFP1 agonist	Vif-A3G inh	LDHA inh	D1 antagonist	Glioma ERSR ind	D1 PAM	Vif-A3F inh	D1 agonist
CCOc1cc(CNn2cnnc2)cc(Cl)c1OCC(=O)NC(C)(C)C	3	-0.9%	3%	-3	1	-4%	3	9%	1
OCC(O)C(O)C(O)C(O)c1nc2ccccc2[nH]1 (centres undefined)	-6	1.1%	-5%	1	-6	11%	-1	-16%	-2
COC(=O)c1ccsc1NC(=O)C1=COCCO1	4	-2.6%	2%	-3	-5	-3%	5	-5%	1
COc1ccc(N2C(=O)/C(=C/c3ccc([N+](=O)[O-])cc3)N=C2C)cc1	1	-2.3%	1%	-6	21	-1%	-6	5%	11
O=C(NCCN1CCOCC1)c1cc2cc(Br)ccc2oc1=O	-14	1.0%	1%	1	-17	-1%	-3	0%	2
CC1CCCC(NCC(=O)Nc2ccc(C(N)=O)cc2)C1C (centres undefined)	-3	0.4%	0%	-12	1	0%	-3	-2%	5
COc1ccc(CN2CCC[C@]3(N[C@H](c4ccccc4)[C@@H]4C(=O)N(C)C(=O)[C@@H]43)C2=O)cc1	.	.	4%	0	.	0%	.	0%	.
Cc1cc(C)c2c(=O)n3c(nc2c1)C(C)NC(=O)c1cccnc1-3 (centres undefined)	.	.	-1%	-1	.	-1%	.	1%	.
CCOc1ccccc1NC(=O)C(NCC1(N2CCCCC2)CCCCC1)c1ccccc1 (centres undefined)	-1	-1.0%	-2%	-17	13	-7%	-4	-1%	9
CC(C(=O)N1CCc2ccccc21)N(C)CC(=O)Nc1ccc(F)cc1 (centres undefined)	-2	-2.5%	-1%	4	-10	0%	0	8%	0
COc1cc(Br)ccc1C1CC(=O)C(C)C(c2ccc(Br)cc2OC)N1 (centres undefined)	23	-2.2%	-1%	-1	-4	-3%	-2	-6%	7
Cc1ccc(S(=O)(=O)CCC(=O)OC(C)c2nnc(-c3cccs3)o2)cc1 (centres undefined)	.	.	-2%	-6	.	-4%	.	-23%	.
O=C(NCc1ccc2c(c1)OCO2)c1cc2c(s1)CSC2	5	0.8%	1%	1	25	2%	-4	-7%	-3
CC1CCCCN1S(=O)(=O)c1ccc(C(=O)Nc2nnc(-c3ccccn3)o2)cc1 (centres undefined)	0	1.1%	-1%	4	17	-5%	-2	17%	3
CCCCNc1oc(-c2ccc(COc3ccc(OC)cc3)o2)nc1C#N	0	-0.9%	1%	-13	-4	-3%	0	0%	-1
COc1cc(-c2nc3ccc(C)cn3c2NCc2ccccc2)ccc1-c1cccc(Cl)c1	.	.	-19%	8	.	-2%	.	-8%	.
O=C(NCCCc1ccc(F)cc1)C1CCC(=O)N(CCCN2CCCC2=O)C1 (centres undefined)	-4	-0.8%	2%	-3	5	-5%	-6	-4%	2
O=C(Nc1ccc2c(c1)OCCO2)c1ccc(Br)o1	4	-1.1%	0%	-3	15	-7%	-2	-3%	0
CCc1ccc(S(=O)(=O)NCc2cn3ccccc3n2)s1	9	-0.5%	1%	-5	-3	1%	-5	-7%	14
Cc1nnc(NCCc2ccccc2)n(N)c1=O	.	-0.2%	0%	-7	-4	-5%	-3	4%	-1
O=C(NCCNC(=O)c1ccccn1)c1cccc(F)c1	0	0.9%	-5%	-12	11	3%	.	-1%	3
COc1ccc(-n2nnnc2CNC(=O)c2ccc(S(=O)(=O)N3CCOCC3)cc2)cc1	-4	0.4%	-3%	-8	-9	-1%	-1	3%	1
COc1ccc(C(=O)NC(=S)NC(C)(C)C)cc1Br	2	-5.9%	1%	7	11	7%	-3	3%	9
CS(=O)(=O)CC(=O)Nc1ccc2nc3n(c(=O)c2c1)CCCCC3	4	29%	1%	-2	16	-2%	-8	2%	2

Next section, overlapping the part above by four compounds.
SMILES	D2 PAM	RXFP1 agonist	Vif-A3G inh	LDHA inh	D1 antagonist	Glioma ERSR ind	D1 PAM	Vif-A3F inh	D1 agonist
O=C(NCCNC(=O)c1ccccn1)c1cccc(F)c1	0	0.9%	-5%	-12	11	3%	.	-1%	3
COc1ccc(-n2nnnc2CNC(=O)c2ccc(S(=O)(=O)N3CCOCC3)cc2)cc1	-4	0.4%	-3%	-8	-9	-1%	-1	3%	1
COc1ccc(C(=O)NC(=S)NC(C)(C)C)cc1Br	2	-5.9%	1%	7	11	7%	-3	3%	9
CS(=O)(=O)CC(=O)Nc1ccc2nc3n(c(=O)c2c1)CCCCC3	4	29%	1%	-2	16	-2%	-8	2%	2
CCn1ccc2cc(S(=O)(=O)N3CCCN(C(=O)Nc4ccc(C)cc4Cl)CC3)ccc21	-4	0.5%	4%	-7	6	-4%	4	7%	2
O=C(COC(=O)Cc1cccs1)Nc1ccccc1	1	-0.6%	-1%	-4	-5	1%	2	4%	2
Cc1ccc(S(=O)(=O)NC(=NC2CCCCC2)c2ccccc2)cc1	3	-0.3%	1%	-7	2	-4%	9	0%	7
O=C(CCN1N=C(c2ccccc2)CCC1=O)NCC1CCCO1 (centres undefined)	-13	0.2%	4%	-8	3	-4%	-2	12%	1
O=C1C=C(C#Cc2ccc(Oc3ccccc3)cc2)C[C@@H](c2ccc(F)cc2)C1	.	.	-28%	-2	.	-4%	.	-1%	.
c1coc(-c2cc(C3CCNCC3)[nH]n2)c1	6	-2.6%	-3%	-1	-3	-1%	-1	1%	1
c1cncc(CNc2nc(N3CCOCC3)nc(N3CCOCC3)n2)c1	5	0.5%	-1%	-2	-14	-4%	-1	-1%	2
CNc1nc2c(c(=O)[nH]c(=O)n2C)n1CCCc1ccccc1	-1	0.7%	1%	-3	3	-2%	7	12%	0
CCC1CN(C(=O)N2CCC(C(=O)NCc3ccccc3OC)CC2)c2cc(C)ccc2O1 (centres undefined)	-4	5.9%	-4%	1	6	-4%	-1	0%	-1
CC1CN(C(=O)CSc2nnc(C3CCCCC3)n2N)CC(C)O1 (centres undefined)	.	.	3%	1	.	-4%	.	-6%	.
Cc1ccc(C2=NS(=O)(=O)N(C)C(C(=O)NCc3ccc(F)cc3)=C2)cc1	-19	7.1%	2%	-16	-5	-1%	-14	-1%	10
CSc1ccc(CNCCCSc2ncccn2)cc1	-18	1.1%	0%	-6	27	-4%	-1	-11%	5

Full records, quoted from the list. Values in the order: D2 PAM | RXFP1 agonist | Vif-A3G inh | LDHA inh | D1 antagonist | Glioma ERSR ind | D1 PAM | Vif-A3F inh | D1 agonist
Profile of O=C(COC(=O)Cc1cccs1)Nc1ccccc1 → 1 | -0.6% | -1% | -4 | -5 | 1% | 2 | 4% | 2
Profile of O=C(CCN1N=C(c2ccccc2)CCC1=O)NCC1CCCO1 (centres undefined) → -13 | 0.2% | 4% | -8 | 3 | -4% | -2 | 12% | 1
Profile of CSc1ccc(CNCCCSc2ncccn2)cc1 → -18 | 1.1% | 0% | -6 | 27 | -4% | -1 | -11% | 5

New compounds follow.
SMILES	D2 PAM	RXFP1 agonist	Vif-A3G inh	LDHA inh	D1 antagonist	Glioma ERSR ind	D1 PAM	Vif-A3F inh	D1 agonist
CC(c1ccccc1)N1C(=O)C2C3C=CC(C4CC34)C2C1=O (centres undefined)	7	-1.1%	-1%	-4	-10	-5%	-2	-9%	2
O=C(Nc1ccc(S(=O)(=O)N2CCOCC2)cc1)c1cc(-c2ccccc2O)n[nH]1	-2	2.8%	-8%	-9	-1	3%	2	-8%	2
Cc1cccc(Nc2nc(CC(=O)O)cs2)c1	6	-4.7%	-3%	5	9	0%	0	-8%	-1
Cc1cccc(Nc2nnc(SCC3CCCCO3)s2)c1C (centres undefined)	23	0.5%	-5%	-1	-15	0%	-5	5%	12
COC(=O)[C@@]1(Cc2ccccc2)[C@H]2C(=O)N(Cc3ccccc3)C(=O)[C@H]2[C@H]2CN=C(SCc3ccc(Cl)cc3)N21	.	.	4%	1	.	-4%	.	2%	.
Oc1ccc(-c2[nH]ncc2-c2ccc(Cl)cc2)c(O)c1	-8	-0.5%	-1%	0	-13	3%	1	3%	1
Cc1cccc(CCNC(=O)c2cc(S(=O)(=O)N3CCCC3)cn2C)c1	9	-0.2%	2%	-6	13	-2%	4	-7%	1
Cc1ccc2c(CN3CCN(Cc4ccccc4)CC3)cc(=O)oc2c1	-25	-2.5%	0%	-3	-20	-3%	-2	-21%	1
CN(Cc1ccccc1)C(=O)c1nc[nH]c1C(=O)N(C)Cc1ccccc1	-3	2.3%	2%	0	.	-3%	-5	6%	-4
COc1cc(C(=O)Nc2ccc(S(=O)(=O)N3CCCCC3)cc2)ccc1OCC(=O)N1CCOCC1	.	.	-1%	-12	.	-3%	.	1%	.
CCOc1ccc(CNC(=O)CCCc2cn(C)c3ccccc23)cc1	17	1.3%	2%	2	-6	-3%	6	-9%	1
CCOc1ccc(-c2c(C(=O)N/N=C(\C)c3ccccc3OC)nnn2-c2nonc2N)cc1	1	3.3%	-3%	-7	20	-3%	-2	-4%	1
CN(CC(=O)Nc1n[nH]c(=S)s1)S(=O)(=O)c1cccc2cccnc12	13	-0.2%	-1%	-10	-2	-3%	-1	-5%	1
CC(C)[C@H](NC(N)=O)C(=O)NNC(=O)COc1cccc(C(F)(F)F)c1	20	-0.2%	0%	1	-3	-5%	4	0%	4
O=C(NCC1CCCN1S(=O)(=O)c1cccs1)c1ccc(F)cc1 (centres undefined)	-7	-0.2%	0%	-1	-8	-1%	-4	6%	3
CCOC(=O)C1=C(C)N(CCCC(=O)O)C(=O)NC1C(CC)CC (centres undefined)	.	.	0%	-10	.	-2%	.	-8%	.
C/C(=N\NC(=O)CCC(=O)Nc1ccc(C)c(C)c1)c1cccs1	.	2.2%	0%	-10	0	-2%	6	9%	0

From PubChem BioAssay
